# Compound activity as filed in PubChem.
# CCR6 antag: CCR6 receptor antagonists, primary screen, cell-based, CHO-K1, luminescence, beta-arrestin, uHTS. C-C chemokine receptor type 6 (Homo sapiens), P51684. CHO-K1 CCR6 PathHunter beta-arrestin, CCL20-stimulated. inhibition, % at 20 µM. 0.49% of 340,000 active;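 active = compounds whose inhibition of the agonist-driven luminescence signal at 20 µM reaches about 50%, limit read from the data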;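 note: cells stimulated with CCL20 at 14 nM final; plate controls were DMSO with CCL20 for no effect and DMSO without agonist for full effect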
# Gli-Sufu antag: Gli-Sufu pathway antagonists, primary screen, luciferase luminescence, Sufu-KO-LIGHT cells, uHTS; Sufu-KO-LIGHT fibroblasts, Gli luciferase reporter luminescence; inhibition, % at 5 µM; 0.74% of 340,000 active;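 active = inhibition above about 55%, limit read from the data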;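 note: 0% = DMSO-treated cells and 100% = wells with medium but no cells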
# CXCR6 block: CXCR6 receptor inhibitors, primary screen, cell-based, beta-arrestin, luminescence, CHO-K1 PathHunter, 1536-well; 0.36% of 360,000 active; AID 602244, 2012; C-X-C chemokine receptor type 6 (Homo sapiens), O00574; inhibition, % at 20 µM; in the data active = inhibition above about 34%, passing the limit was not always enough;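 note: antagonist mode with CXCL16 agonist at 10 nM final; 0% = 10 nM CXCL16 with DMSO and 100% = unstimulated wells without agonist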
# Target sequence (O00574 whole entry, looked up): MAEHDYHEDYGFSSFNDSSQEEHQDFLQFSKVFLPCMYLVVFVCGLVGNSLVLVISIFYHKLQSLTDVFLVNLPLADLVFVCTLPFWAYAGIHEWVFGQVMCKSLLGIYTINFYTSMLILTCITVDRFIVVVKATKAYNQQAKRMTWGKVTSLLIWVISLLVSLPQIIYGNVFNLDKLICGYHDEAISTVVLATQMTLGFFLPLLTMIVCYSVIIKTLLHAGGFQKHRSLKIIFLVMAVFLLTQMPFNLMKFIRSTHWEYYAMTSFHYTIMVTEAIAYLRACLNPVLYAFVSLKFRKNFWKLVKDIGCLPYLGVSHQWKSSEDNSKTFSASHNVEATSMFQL
# APOBEC3G inh: APOBEC3G DNA deaminase inhibitors, primary screen, biochemical, fluorescence, single-stranded DNA substrate, uHTS | DNA dC->dU-editing enzyme APOBEC-3G (Homo sapiens), Q9HC16 | recombinant A3G, ssDNA deamination FAM/TAMRA fluorescence | inhibition, % at 20 µM | 0.28% of 330,000 active | AID 493012, 2011;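 active = inhibition of at least 40% at 20 µM, with no more than 30% in the related APOBEC3A deaminase screen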;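 note: plate controls were DMSO wells with A3G for no effect and wells lacking A3G enzyme for full effect; some compounds called inactive have numbers as strong as hits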
# Target sequence (Q9HC16 whole entry, looked up): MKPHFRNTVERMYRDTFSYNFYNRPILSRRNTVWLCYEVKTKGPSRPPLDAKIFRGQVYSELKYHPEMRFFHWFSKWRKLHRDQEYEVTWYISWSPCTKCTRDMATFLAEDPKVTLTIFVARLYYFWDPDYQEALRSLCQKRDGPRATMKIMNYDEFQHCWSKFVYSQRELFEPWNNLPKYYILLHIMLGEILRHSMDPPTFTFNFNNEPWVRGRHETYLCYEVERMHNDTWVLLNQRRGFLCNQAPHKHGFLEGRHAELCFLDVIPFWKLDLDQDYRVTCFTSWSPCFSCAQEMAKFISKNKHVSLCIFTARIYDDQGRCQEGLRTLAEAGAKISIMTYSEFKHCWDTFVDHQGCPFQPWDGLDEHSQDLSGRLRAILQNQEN
# APOBEC3A inh: APOBEC3A ssDNA deaminase inhibitors, primary screen, selectivity assay for APOBEC3G inhibitor project, biochemical, FAM/TAMRA oligo cleavage fluorescence. DNA dC->dU-editing enzyme APOBEC-3A (Homo sapiens), P31941. recombinant A3A, FAM/TAMRA ssDNA deamination fluorescence. inhibition, % at 20 µM. 0.41% of 330,000 active;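 active = at least 40% inhibition at 20 µM here, with at most 30% in a related deaminase screen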;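 note: plate controls were A3A with DMSO for no effect and wells lacking A3A enzyme for full effect; some results filed as inactive read as strong as hits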
# Target sequence (P31941 whole entry, looked up): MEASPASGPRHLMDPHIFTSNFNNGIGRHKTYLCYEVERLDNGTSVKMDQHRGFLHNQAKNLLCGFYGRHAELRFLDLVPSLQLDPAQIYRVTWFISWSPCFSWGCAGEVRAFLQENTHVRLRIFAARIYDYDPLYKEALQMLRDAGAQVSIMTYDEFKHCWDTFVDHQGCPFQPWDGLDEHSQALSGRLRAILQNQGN
# EBI2 antag: EBI2 receptor antagonists, beta-arrestin recruitment, primary screen, cell-based, luminescence, 7a,25-OHC stimulation, uHTS. G-protein coupled receptor 183 (Homo sapiens), P32249. 7a,25-OHC stimulated. inhibition, % at 5 µM. 0.81% of 360,000 active; in the data active = inhibition above about 38%;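 note: enzyme fragment complementation signal reports receptor beta-arrestin coupling in cells; 0% = agonist plus DMSO wells and 100% = wells without agonist; some results beyond the cut were filed as inactive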
# MPTP inh: mitochondrial permeability transition pore inhibitors, primary screen, biochemical, isolated mouse mitochondria, absorbance; Ca2+ swelling absorbance, 30 min; inhibition, % at 10 µM; 1.4% of 360,000 active; AID 602449, 2012;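 active = inhibition of 50% or more, scaled per plate between neutral and stimulator controls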;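 note: 0% = DMSO wells given calcium and 100% = 1 mM EGTA wells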
# NR3A LBD binder: binders of NR3A ligand-binding domain, primary screen, biophysical, differential scanning fluorimetry, uHTS | Glutamate receptor ionotropic, NMDA 3A (GRIN3A) ligand-binding domain | 2.5% of 340,000 active | NR3A LBD differential scanning fluorimetry, Tm shift; 0% = protein alone, 100% = glycine-bound protein | Tm shift relative to glycine control, % at 25 µM;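 active = melting temperature shift of at least 10% of the positive control shift, at one fixed dose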
# * hit, by the source's call; . = not tested or not shown.
SMILES,CCR6 antag,Gli-Sufu antag,CXCR6 block,APOBEC3G inh,APOBEC3A inh,EBI2 antag,MPTP inh,NR3A LBD binder
Cc1cccc(NC(=O)NNC(=O)c2ccc3ccccc3c2O)c1,2,23,-4,-3,0,-10,3.0,-7
Cc1ccc(NC(=S)NNC(=S)NC2CCCCC2)cc1,23,5,5,-1,4,11,8.8,1
Cc1ccc(C2=[N+]([O-])C3(CCCCC3=O)N(O)C2(C)C)cc1 (stereo not given),-5,9,-2,-3,1,-7,-0.1,4
COC(=O)c1ccc2nc(-c3cccc(N)c3)cn2c1,5,19,0,-4,0,-8,1.9,-5
Nc1ccc(N2CCN(c3ccccc3)CC2)c(F)c1,4,-3,-3,-5,-4,-1,-0.9,-2
O=C(C1CCCCC1)N1CCN(c2nc(-c3ccc(F)cc3)cs2)CC1,10,-1,-1,2,3,3,1.2,1
CCn1c(CNc2ccc(F)cc2)nnc1SCCN1CCCCC1,-7,14,-1,-1,-1,2,0.5,2
Cc1ccc(C(=O)Nc2ccccc2N2CCCC2)cc1S(=O)(=O)N1CCOCC1,7,1,-6,-3,-2,-2,-0.7,-1
CC1=NN(c2ccccc2)C(c2ccco2)C1 (stereo not given),2,-47,2,.,.,5,-0.4,-1
CC(C)CCN(C(=S)Nc1cccc(C(F)(F)F)c1)C(C)c1ccccn1 (stereo not given),13,7,-2,-1,-2,3,63*,-6
CN(Cc1ccccc1)C(=O)c1[nH]cnc1C(=O)NCCCCCNC(=O)OC(C)(C)C,1,35,2,-11,1,5,2.6,-1
O=C(CN1C(=O)CC(c2ccco2)Sc2ccccc21)NCC1CCCO1 (stereo not given),-13,0,4,-8,-6,-4,-0.1,5
O=c1[nH]nc(Cc2ccc(Cl)cc2Cl)c2ccccc12,-3,0,-3,1,0,4,17,0
CC(C)N(Cc1nc(-c2ccccc2)no1)C(=O)C1CCCCC1,12,2,7,-2,1,-6,2.6,-1
C[C@H](NC(=O)[C@@H]1Cc2ccccc2CN1C(=O)OC(C)(C)C)C(=O)NCc1ccco1,1,37,2,-1,1,-9,-0.9,1
CCCc1ccc2oc(C(=O)NCCc3cnn(C)c3)c(C)c2c1,7,-68,-8,-6,0,3,-0.3,7
Cc1cc(CNC(=O)CCc2nnc(CCCc3ccccc3)o2)nn1C,-1,6,0,-7,-7,-9,-4.6,-1
COc1cccc(C2(CSc3nnc(-c4cc(OC)c(OC)c(OC)c4)o3)OCCO2)c1,11,21,2,2,2,18,-0.5,0
CN(C)S(=O)(=O)c1ccc(C(=O)OCc2ccc([N+](=O)[O-])cc2)cc1,7,-2,4,-9,-2,4,0.4,0
CCn1c(COc2ccccc2)nnc1SCC(=O)Nc1cc(OC)ccc1OC,7,-1,-4,-3,-2,5,2.0,-2
CCn1c(O)c(N=NC(=O)c2cccs2)c2ccccc21,23,-28,3,-7,0,-6,-0.5,1
O=C(Cc1cccc2ccccc12)N/N=C/c1ccc(Sc2nc3ccccc3s2)o1,10,-1,-1,-4,-2,5,2.0,4
CC1CCN(C(=O)Cn2nnc(-c3cccs3)n2)CC1,3,-55,-7,-6,-2,-6,4.3,0
C=CCNC(=O)C12CC3(C)CC(C)(CC(C)(C3)C1)C2,26,5,-2,-5,2,0,-3.1,3
Cc1cc(NC(=O)CSc2nc3c(c(=O)n2-c2ccc(Cl)cc2)SCC3)no1,18,3,21,-1,-1,3,1.2,-3
SMILES,CCR6 antag,Gli-Sufu antag,CXCR6 block,APOBEC3G inh,APOBEC3A inh,EBI2 antag,MPTP inh,NR3A LBD binder
COc1cc(C(=O)Nc2nnc(C3CC3)s2)ccc1OCc1c(C)noc1C,-15,11,1,-8,6,-4,-0.7,1
CCOC(=O)C1(CCCc2ccccc2)CCN(Cc2cnc(C)s2)CC1,13,1,-12,-5,0,15,6.3,0
O=C(O)c1ccccc1C=NN=C1c2ccccc2-c2ccccc21,16,-17,3,.,.,-3,1.3,-1
CCCCCCn1c(NCC)nc2c1c(=O)[nH]c(=O)n2C,18,5,-8,-4,0,-5,-0.9,0
O=S(=O)(c1ccc2ccccc2c1)N1CCN(C(=S)Nc2ccc(F)c(Cl)c2)CC1,-12,99*,1,-2,-2,16,29,19*
Cn1nnnc1SCC(=O)Nc1sccc1C(N)=O,-4,9,-4,-10,5,3,-0.2,1
COc1cccc(CC(=O)Nc2ccc(S(=O)(=O)N3CCCCC3)cc2)c1,9,7,-9,14,4,0,1.7,-5
Cc1ccc(-n2nc3c(c2NC(=O)c2ccc4c(c2)OCO4)CSC3)c(C)c1,9,-3,4,-5,-2,4,-0.9,2
CCOC(=O)c1[nH]c(=O)c2ccccc2c1O,-3,-5,-3,-5,-1,-2,-0.7,-2
O=[N+]([O-])c1cc2c(c(CSc3nnnn3-c3ccc(O)cc3)c1)OCOC2,13,1,10,-6,-1,0,11,-13
Cc1nc2cc(C(=O)N3CCc4ccccc43)ccc2n1-c1ccc(F)c(F)c1,-4,1,-3,-1,2,-2,1.0,-3
CCCCn1nc2cc(C(=O)NCCc3ccc(C)cc3)ccc2c1OCC,14,20,8,-1,1,9,-0.6,-1
CS(=O)(=O)N1CCCC(C(=O)Nc2ccc(Br)cc2F)C1 (stereo not given),7,-3,-3,-1,2,-9,0.7,1
CC(=O)c1cc(-c2ccccc2)n(CC(=O)N2CCCCC2)c1C,7,-2,5,-6,-1,0,-0.5,2
CCOC(=O)c1[nH]cnc1C(=O)Nc1cccc(N)n1,5,-10,0,2,0,-13,-1.8,-2
[S-]c1nnc(-c2ccc(Br)cc2)n1-c1ccccc1.[Zn+2],-8,-1,1,10,-4,-3,-1.4,-124
COc1cc(C)c(C(C)C)cc1S(=O)(=O)n1cnc(C)c1,-2,-9,-1,-9,-3,10,-1.3,0
CC(=O)c1c(C)[nH]c(C(=O)Nc2cccc(S(=O)(=O)N3CCCCC3)c2)c1C,0,22,-3,-4,-1,3,38,-14
COc1cccc(C(=O)NNC(=O)C2CCCO2)c1 (stereo not given),-1,-41,-6,4,-1,-4,-0.7,-1
COc1cc2c(cc1OC)CN(Cc1cc(=O)oc3c(C)c(C)ccc13)CC2,-2,5,0,-5,-1,11,1.0,0
O=C(NCCOC(=O)c1ccc([N+](=O)[O-])cc1)c1cccnc1,-3,0,-7,-8,3,-7,-0.5,0
O=C(CCCn1cc([N+](=O)[O-])cn1)NCc1ccccc1,-8,-31,0,-3,2,0,5.2,0
Cn1c(=O)c2c(nc(SCCCC#N)n2Cc2c(F)cccc2Cl)n(C)c1=O,9,-2,-6,2,6,5,-3.1,0
Cc1cc(C)c2[nH]c(=O)c(CN(CC3CCCO3)C(=S)Nc3ccccc3)cc2c1 (stereo not given),9,12,-4,-8,1,-12,3.1,-21
COc1ccc(S(=O)(=O)N2CCN(C(=O)c3ccc(NC(C)=O)cc3)CC2)cc1,11,4,0,-10,-5,-7,-0.3,1

# Compound profiles, as listed above. Order of values: CCR6 antag | Gli-Sufu antag | CXCR6 block | APOBEC3G inh | APOBEC3A inh | EBI2 antag | MPTP inh | NR3A LBD binder
# CCn1c(O)c(N=NC(=O)c2cccs2)c2ccccc21 is listed with 23 | -28 | 3 | -7 | 0 | -6 | -0.5 | 1
# CS(=O)(=O)N1CCCC(C(=O)Nc2ccc(Br)cc2F)C1 (stereo not given) is listed with 7 | -3 | -3 | -1 | 2 | -9 | 0.7 | 1

# Other records.
SMILES,CCR6 antag,Gli-Sufu antag,CXCR6 block,APOBEC3G inh,APOBEC3A inh,EBI2 antag,MPTP inh,NR3A LBD binder
Cc1ccnc(NS(=O)(=O)c2ccc(NC(=O)c3ccc(Br)o3)cc2)n1,2,-3,-3,-8,4,-10,-0.6,2
CCN(CC)C(=O)[C@H]1C[C@H](CC(=O)NCc2cccc(C(F)(F)F)c2)C(=O)N2CCc3c([nH]c4cc(-c5ccco5)ccc34)[C@]12C,12,-6,-7,-1,1,34,0.6,2
Cc1ccccc1-c1noc(N)c1C#N,-25,37,-8,0,3,-9,3.0,-2
Cc1nnc(NC(=O)c2ccc(S(=O)(=O)N3CCCCC3C)cc2)o1 (stereo not given),-2,35,23,-4,-1,5,-1.2,-2
CCn1nc(C(=O)NCCc2ccc3c(c2)OCCO3)c2ccccc2c1=O,1,5,5,-8,-3,11,-0.6,-1
CCc1ccc(CCC(=O)Nc2ccc(C)cc2C)o1,16,-13,4,-8,-8,6,-1.6,1
Cc1cc2c(cc(C(=O)OC(C(=O)NCC3CCCO3)C(C)C)n2C)o1 (stereo not given),13,8,-2,-1,-1,4,9.5,0
CCC1=NN2C(=N)/C(=C/c3ccc(OS(=O)(=O)c4ccccc4)c(OC)c3)C(=O)N=C2S1,18,-4,-2,10,0,-42,1.4,-14
CC(=O)Nc1ccc(Nc2nc(C)nc3c2nnn3Cc2ccccc2Cl)cc1,3,-14,4,-5,-2,-6,0.7,0
CCN1CCN(C(=O)Nc2cc(Cl)ccc2OC)CC1,6,-8,0,-7,-4,-2,1.0,-2
C[C@@H](O)C1NC(=O)[C@H](CCCCN)NC(=O)c2cc([N+](=O)[O-])cc(I)c2NCCC[C@@H](C(N)=O)NC1=O (stereo not given in full),5,16,-12,-13,2,2,-2.7,0
Cc1oc(-c2ccc(Cl)cc2)nc1CS(=O)CC(=O)NC1CCCCC1 (stereo not given),4,-9,-5,-5,-1,1,-1.8,-1

# Look-ups from the list.
# `CCn1c(O)c(N=NC(=O)c2cccs2)c2ccccc21` – APOBEC3G inh: -7
# `CN(C)S(=O)(=O)c1ccc(C(=O)OCc2ccc([N+](=O)[O-])cc2)cc1` – EBI2 antag: 4
# `O=C(C1CCCCC1)N1CCN(c2nc(-c3ccc(F)cc3)cs2)CC1` – Gli-Sufu antag: -1
# `CCCc1ccc2oc(C(=O)NCCc3cnn(C)c3)c(C)c2c1` – CXCR6 block: -8

# Another view of some results above:
# The line under a structure holds: CCR6 antag | Gli-Sufu antag | CXCR6 block | APOBEC3G inh | APOBEC3A inh | EBI2 antag | MPTP inh | NR3A LBD binder
CCN(CC)C(=O)[C@H]1C[C@H](CC(=O)NCc2cccc(C(F)(F)F)c2)C(=O)N2CCc3c([nH]c4cc(-c5ccco5)ccc34)[C@]12C
  12 | -6 | -7 | -1 | 1 | 34 | 0.6 | 2
Cc1ccccc1-c1noc(N)c1C#N
  -25 | 37 | -8 | 0 | 3 | -9 | 3.0 | -2
Cc1nnc(NC(=O)c2ccc(S(=O)(=O)N3CCCCC3C)cc2)o1 (stereo not given)
  -2 | 35 | 23 | -4 | -1 | 5 | -1.2 | -2
